M. tuberculosis HTS = M. tuberculosis growth inhibition, HTS (AID 449762); 330,000 tested, 0.59% active; M. tuberculosis H37Rv growth inhibition, 7H9 media; higher % means a stronger effect; inhibition, % at 25 µM, or IC50 in µM where a hit was titrated; in the data active = a potency from the dose series; inconclusive = inhibition above about 70% without an active follow-up result;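 note: bacterial growth assessed after seven days of incubation; strong numbers were not always called active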
inhibitors of VEEV = inhibitors of VEEV TC-83 cytopathic effect, confirmation, Vero cells (AID 588727); Vero cells, VEEV TC-83 cytopathic effect inhibition; higher % means a stronger effect; inhibition, % at 20 µM, or IC50 in µM where a hit was titrated; 350,000 tested, 0.13% active; in the data active = a potency from the dose series; inconclusive = inhibition mostly from about 14% at the one dose, without a potency; inactive = the rest, 99 in 100 with inhibition below about 12%; note: strong numbers were not always called active
influenza NS1A = H1N1 influenza NS1A inhibitors, functional cell based assay (AID 504329); NS1A functional cell-based assay, percent inhibition; higher % means a stronger effect; inhibition, % at 12.5 µM; hits with a dose series show IC50 in µM; 340,000 tested, 0.3% active; in the data active = a potency from the dose series; inconclusive = inhibition above about 27% without an active follow-up result; note: strong numbers were not always called active
Salmonella PhoP GFP = Inhibition of PhoP regulon, Salmonella typhi GFP reporter cells, confirmation, 4 h (AID 1850) | one-dose inhibition, % at 50 µM; IC50 in µM for titrated hits | 310,000 tested, 0.33% active | Salmonella Typhi PhoP-promoter GFP reporter, fluorescence, 4 h; higher % means a stronger effect; in the data active = a potency from the dose series; inconclusive = inhibition mostly from about 25% at the one dose, without a potency; inactive = the rest, 99 in 100 with inhibition below about 19%;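 note: 0% = induced wells with vehicle and 100% = uninduced wells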
tuberculosis growth = growth inhibition of non-replicating M. tuberculosis (AID 488890) | Mycobacterium tuberculosis non-replicating, growth inhibition; higher % means a stronger effect | inhibition, % at 25 µM; hits with a dose series show IC50 in µM | 320,000 tested, 0.39% active; in the data active = a potency from the dose series; inconclusive = inhibition mostly from about 82% at the one dose, without a potency; inactive = the rest, 99 in 100 with inhibition below about 76%;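 note: plate controls were DMSO cells for no effect and high antibiotic wells for full effect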
inhibitors of VEEV 10K pilot screen = recorded beside inhibitors of VEEV, whose call it bears; inhibition, %; measured here: 10K pilot screen inhibition
Active calls of the source: *; i = inactive; ? = inconclusive; nt = not tested or not shown.

SMILES | M. tuberculosis HTS | inhibitors of VEEV | influenza NS1A | Salmonella PhoP GFP | tuberculosis growth | others
CCOCCCn1c(SCC(=O)Nc2ccc3[nH]c(=O)[nH]c3c2)nc2ccccc2c1=O | 10.0% | 1.9% | -1.6% | -4.0% | -4.4%
Cc1cccc(C(=O)NCC(=O)OCC(=O)c2cc(C)n(CC3CCCO3)c2C)c1 (stereo not drawn) | -3.3% | 0.9% | -5.2% | 5.0% | -3.4%
COC(=O)c1ccc(C2CC(=O)Nc3cc(OC)c(OC)cc32)cc1 (stereo not drawn) | -4.9% | 0.6% | 9.3% | 1.2% | 19.9%
N/C(=N/O)c1ccccc1N1CCC(Cc2ccccc2)CC1 | 8.9% | i | 1.8% | -6.2% | 75.9%
COc1ccc2c(c1)C=C(CN1CCN(C(C)C)C(CCO)C1)CO2 (stereo not drawn) | 5.1% | 0.4% | -12.2% | 0.2% | 12.9%
Cn1c(=O)n(CCc2ccccc2)c(=O)c2c1nc1n2CCN1Cc1ccco1 | 2.1% | 6.4% | 5.6% | 9.6% | 19.9%
CC(Cl)C(=O)Nc1ccccc1C#N (stereo not drawn) | 1.9% | 1.3% | 2.4% | -8.1% | -1.4%
O=C(c1ccco1)[C@@H]1[C@@H]2C(=O)N(c3ccc(Br)cc3)C(=O)[C@@H]2C2c3ccccc3C=CN21 (stereo partly drawn) | nt | 7.4% | 15.2% | nt | nt
COc1ccccc1C1C(C(=O)c2cc3ccccc3o2)=C(O)C(=O)N1CCN(C)C (stereo not drawn) | -5.0% | 0.4% | -0.8% | -1.8% | 16.1%
COc1ccccc1NC(=S)NC(=O)CCCOc1ccc(Cl)cc1Cl | 5.7% | 1.4% | -2.4% | -16.5% | 28.3%
CNC(=O)C(=O)NCC1OCCN1S(=O)(=O)c1ccc(OC)c(OC)c1 (stereo not drawn) | -22.5% | 0.2% | -9.2% | -2.6% | -11.8%
COc1cc(NC(=O)COC(=O)c2cc(S(=O)(=O)N3CCOCC3)ccc2F)cc(OC)c1 | 2.1% | 1.0% | -0.7% | nt | 4.1%
CCCn1nnnc1SCC(=O)NCc1cccs1 | 1.7% | 0.1% | 3.0% | 12.8% | -0.9%
CC(=O)N(c1ccc2oc(=O)sc2c1)S(=O)(=O)c1ccccc1 | 2.1% | 2.2% | -0.4% | -1.4% | 28.6%
COC(=O)C1=C(CS(=O)(=O)c2ccc(Cl)cc2)NC(=O)NC1c1ccc(O)c(OC)c1 (stereo not drawn) | -2.5% | i | -0.9% | 1.3% | 7.3%
CCC(C)Nc1nnc(SCC(=O)c2c(N)n(C3CC3)c(=O)[nH]c2=O)s1 (stereo not drawn) | 6.7% | 1.7% | -18.3% | nt | -5.3%
COCC(C)NC(=O)c1noc2c1CCc1cc(OC)ccc1-2 (stereo not drawn) | -2.5% | i | -0.1% | -3.8% | 21.7%
COc1ccc(CNC(=O)c2sc3nc4c(c(C(F)(F)F)c3c2N)CCC4)cc1 | 0.3% | nt | nt | -4.7% | ?
Cc1cc(C)c2c(N)c(C(=O)N3CCCCCC3)sc2n1 | -5.5% | 1.9% | -16.0% | -3.0% | 30.0%
COc1ccc(N/C=C/C(=O)c2ccc(C)cc2)c([N+](=O)[O-])c1 | 1.0% | 0.7% | -7.2% | -3.1% | 15.2%
COc1ccc(NC(=O)CN2C(=O)NC3(CCCCC3C)C2=O)cc1S(=O)(=O)N1CCOCC1 (stereo not drawn) | 3.3% | 0.7% | -5.3% | nt | 1.0%
COc1cc(OC)cc(C(=O)NCC(=O)OCc2cc(=O)oc3cc(OC)ccc23)c1 | 0.9% | 2.3% | 10.3% | -12.8% | 7.7%
Cc1cc2cc(CNC(=O)c3ccc(S(=O)(=O)N4CCOCC4)cc3)ccc2n1C | 1.5% | 0.1% | 30.4% | -7.4% | -14.2%
N#CCc1nc2ccc(S(=O)(=O)N3CCOCC3)cc2s1 | -0.4% | 0.7% | -1.9% | 7.7% | -3.7%
COc1ccc2c(c1OC)C(=O)N(c1ccc(F)cc1)C2 | 7.4% | 0.3% | -0.6% | -4.5% | -10.2%

Entries listed so far with a halogen:
SMILES | M. tuberculosis HTS | inhibitors of VEEV | influenza NS1A | Salmonella PhoP GFP | tuberculosis growth | others
CC(Cl)C(=O)Nc1ccccc1C#N (stereo not drawn) | 1.9% | 1.3% | 2.4% | -8.1% | -1.4%
O=C(c1ccco1)[C@@H]1[C@@H]2C(=O)N(c3ccc(Br)cc3)C(=O)[C@@H]2C2c3ccccc3C=CN21 (stereo partly drawn) | nt | 7.4% | 15.2% | nt | nt
COc1ccccc1NC(=S)NC(=O)CCCOc1ccc(Cl)cc1Cl | 5.7% | 1.4% | -2.4% | -16.5% | 28.3%
COc1cc(NC(=O)COC(=O)c2cc(S(=O)(=O)N3CCOCC3)ccc2F)cc(OC)c1 | 2.1% | 1.0% | -0.7% | nt | 4.1%
COC(=O)C1=C(CS(=O)(=O)c2ccc(Cl)cc2)NC(=O)NC1c1ccc(O)c(OC)c1 (stereo not drawn) | -2.5% | i | -0.9% | 1.3% | 7.3%
COc1ccc(CNC(=O)c2sc3nc4c(c(C(F)(F)F)c3c2N)CCC4)cc1 | 0.3% | nt | nt | -4.7% | ?
COc1ccc2c(c1OC)C(=O)N(c1ccc(F)cc1)C2 | 7.4% | 0.3% | -0.6% | -4.5% | -10.2%

Next section.
SMILES | M. tuberculosis HTS | inhibitors of VEEV | influenza NS1A | Salmonella PhoP GFP | tuberculosis growth | others
Cc1cccc(Nc2c(F)c(F)c(F)c(F)c2C(=O)O)c1 | 4.0% | 0.9% | 8.8% | -1.8% | 8.0%
COC(=O)C1=C(C)N(c2cccc(OC)c2)C(=O)/C1=C\c1ccco1 | -0.6% | 7.8% | 11.9% | -2.5% | 4.6%
Cc1cc(/C=C(/C#N)c2nc3ccccc3[nH]2)c(C)n1-c1cccc([N+](=O)[O-])c1 | 50.2% | 4.6% | 4.7% | -2.7% | 71.3%
NC(=O)CSc1nnc(-c2ccc([N+](=O)[O-])cc2)o1 | 2.8% | 0.2% | 4.1% | -4.4% | ?
CCOCC(=O)Nc1nc2ccc(C)cc2s1 | ? | 5.8% | 10.2% | -5.5% | 2.06µM*
CC(C)c1cc(C(=O)N/N=C/C=C/c2ccccc2)n[nH]1 | 4.7% | 1.2% | -0.8% | -7.9% | i | inhibitors of VEEV 10K pilot screen=2.9
C=CCn1c(NC(=O)c2ccccc2Cl)c(C#N)c2nc3ccccc3nc21 | -9.8% | 2.2% | -5.5% | -5.9% | 34.5%
Cc1ccc(C)c(NC(=O)/C(C#N)=C/c2ccc[nH]2)c1 | -3.3% | 9.2% | -1.1% | -10.1% | -1.9%
O=C1c2ccccc2C(=O)C1c1ccc(Cl)cc1 | 5.9% | 0.5% | 14.8% | -3.9% | 19.7%
CCCn1c2ccccc2c2nnc(SCCN3CCOCC3)nc21 | 0.5% | 9.6% | 2.5% | 5.1% | 34.0%
COc1ccc(-c2oc3cc(OC)c(O)c(OC)c3c(=O)c2OC)cc1O | -6.7% | 6.2% | 6.9% | 5.2% | 6.9%
CCC(C(=O)OCC(=O)Nc1cccc(S(=O)(=O)NC2=NCCCCC2)c1)c1ccccc1 (stereo not drawn) | -5.3% | nt | nt | 5.8% | -4.4%
CCCOc1ccc(N2CC(C(=O)NC3=NCCS3)CC2=O)cc1 (stereo not drawn) | 4.6% | 0.5% | 8.7% | -8.3% | 52.7%
CCC(=O)Nc1ccc(S(=O)(=O)Nc2ncccn2)cc1 | 0.1% | 6.6% | 4.6% | 7.9% | 59.3% | inhibitors of VEEV 10K pilot screen=0.3
O=C1N[C@H](Cc2ccccc2)CO1 | 4.2% | 0.5% | 1.9% | -29.6% | -1.5% | inhibitors of VEEV 10K pilot screen=1.1
CC(=O)n1nc(-c2cccnc2)nc1N | -1.1% | 2.6% | -3.2% | 1.5% | -1.8%
Cc1cc(=O)n2[nH]c(C(F)(F)F)c(-c3ccccc3)c2n1 | -7.3% | 0.4% | -4.5% | 2.9% | 28.8%
CCn1c(=O)c([N+](=O)[O-])c(NCc2ccc3c(c2)OCO3)c2ccccc21 | -1.9% | 44.4% | -18.6% | -1.6% | 14.8%
Cc1cc(C)c2cc(C(=O)N(C)C3CCN(C)CC3)[nH]c2c1 | 7.2% | 0.1% | 1.0% | -0.6% | 1.9%
CNC(=O)C(=O)NCCN1CCN(C(=O)c2ccc([N+](=O)[O-])cc2)CC1 | 0.1% | 2.2% | -5.9% | 1.8% | -0.7%
COc1ccc(Nc2nc(N)nc(CSc3n[nH]c(-c4ccccc4)n3)n2)cc1 | -8.6% | i | 9.6% | 5.2% | 65.7%
Cc1ccc(-n2c(Cc3cccc4ccccc34)n[nH]c2=S)c(C)c1 | 0.9% | 1.6% | 4.1% | -10.8% | -8.5%
CCOc1ccc(NC(=O)C2CCCN(S(C)(=O)=O)C2)cc1 (stereo not drawn) | 3.8% | i | -1.3% | -4.7% | -3.2%
COC(=O)c1ccc(N2C(=O)CC(SCC(=O)Nc3ccc(OC)cc3)C2=O)cc1 (stereo not drawn) | 5.1% | 2.2% | -6.5% | 4.4% | 14.2%
O=C(CN1C(=O)c2ccccc2S1(=O)=O)N1CCN(c2ccccc2F)CC1 | -6.2% | 0.9% | 0.8% | -7.2% | 14.6%

Next results follow:
SMILES | M. tuberculosis HTS | inhibitors of VEEV | influenza NS1A | Salmonella PhoP GFP | tuberculosis growth | others
CCCSc1nnc(N2C(=O)C(O)=C(C(=O)c3ccco3)C2c2ccccc2F)s1 (stereo not drawn) | 6.9% | 0.4% | -5.1% | -21.9% | 24.0%
O=C(Nc1ccc2c(c1)OCCO2)c1c(F)cccc1F | -4.0% | 2.3% | -16.7% | -0.7% | -0.9%
COc1ccc(S(=O)(=O)Nc2cc(OC)c(NC(=O)c3ccco3)cc2OC)cc1 | -2.7% | 1.3% | 2.7% | -6.7% | 18.8%
CCCn1c(C)c(C(=O)c2cccc3ccccc23)c2ccccc21 | -9.6% | 1.4% | 7.3% | -18.6% | 9.4%
CC(Oc1cccnc1[N+](=O)[O-])C(=O)N1CCc2ccccc21 (stereo not drawn) | -4.6% | 2.5% | -11.6% | nt | -4.3%
COc1ccc(CCNc2ncccc2C#N)cc1OC | 10.7% | 1.9% | 4.5% | -4.2% | 1.4%
COC(=O)CSc1nc2c(c(=O)n(C)c(=O)n2C)n1CCCc1ccccc1 | -1.6% | i | -1.4% | 1.4% | -5.6%
O=C1Nc2cccnc2Sc2ccccc21 | 6.0% | 0.1% | -6.8% | -2.5% | -1.4%
CCN(CC)C(=O)Cn1cc(C(=O)C(=O)N2CCN(c3ccc([N+](=O)[O-])cc3)CC2)c2ccccc21 | -0.7% | 4.6% | -8.0% | -3.0% | 31.8%
CSc1cccc(NC(=S)N(CCCN2CCC(C)CC2)Cc2cccs2)c1 | 5.6% | i | 0.6% | 7.0% | 37.9%
COc1cc(OC)nc(NC(=O)COC(=O)C2CCCCC2)n1 | -6.3% | 0.6% | 0.4% | -2.7% | -5.5%
CCOc1ccccc1NC(=O)CCS(=O)(=O)c1cccc2nsnc12 | -8.1% | 1.0% | -6.4% | 9.3% | -10.8%
O=C(CCN1CCOCC1)NNC(=S)NC(=O)c1ccc(Br)cc1 | 43.8% | 1.5% | 4.4% | 0.8% | 5.9%
Cc1csc(SCC(=O)N2CCCC2)n1 | -5.7% | 0.8% | -5.5% | 2.0% | -13.9%
CCOC(=O)c1c(C)[nH]c(C)c1C(=O)COC(=O)c1cccc(C)c1O | -4.7% | 3.8% | 2.1% | -6.3% | 17.6%
N#CCCSCc1ccc(C(=O)O)o1 | -11.0% | i | 6.2% | -2.8% | 2.4%
CCc1ccc(C(=O)NNC(=O)c2ccc(=O)n(C)n2)cc1 | -29.8% | 1.2% | -6.0% | -5.6% | -2.6%
COc1cc(/C=C/C(=O)NCC2CCCCC2)cc(OC)c1OC | 0.5% | 0.4% | 3.7% | 10.0% | -5.9%
O=C(O)CCCn1cc(NC(=O)COc2ccccc2[N+](=O)[O-])cn1 | -5.1% | i | nt | -1.1% | -3.8%
CCOC(=O)C1=C(C)N(C)C(=S)NC1c1ccc(Cl)cc1 (stereo not drawn) | 7.1% | 0.2% | 8.4% | -1.9% | -1.9%
CC(=O)Nc1ccc(NC(=S)NC(=O)c2ccc([N+](=O)[O-])c(C)c2)cc1 | -23.0% | i | -1.9% | -15.1% | 30.6%
CSCCNC(=O)c1ccc2nc(Cc3ccccc3F)oc2c1 | 1.7% | 1.4% | -23.2% | 3.0% | 33.0%
O=C(COC(=O)COc1ccc(Cl)cc1)NC1CCCCC1 | -7.7% | 0.8% | 23.9% | -8.7% | nt
O=C1c2cc(O)c(O)cc2S(=O)(=O)C1c1ccccc1 (stereo not drawn) | 14.9% | 0.1% | 0.9% | -10.7% | -1.7% | inhibitors of VEEV 10K pilot screen=3.9

Compound activity deposited in PubChem BioAssay by Southern Research Specialized Biocontainment Screening Center.
